Growth percent in the NCI-60 one-dose screen (48 h, 10 µM unless noted): 100 = growth as untreated, 0 = no growth, -100 = all killed.
MDA-MB-435 = MDA-MB-435 melanoma | 82,000 tested, 7.8% active | AID 1794794
UACC-62 = UACC-62 melanoma. 81,000 tested, 5.4% active
SK-MEL-5 = SK-MEL-5 melanoma. 80,000 tested, 6.4% active
SK-MEL-28 = SK-MEL-28 melanoma; 81,000 tested, 4.1% active; AID 1794761
SK-MEL-2 = SK-MEL-2 melanoma. AID 1794763. 77,000 tested, 4.7% active
UACC-257 = UACC-257 melanoma; 78,000 tested, 4.4% active
MALME-3M = MALME-3M melanoma. 78,000 tested, 5.8% active. AID 1794766
M14 = M14 melanoma. 80,000 tested, 6.2% active. AID 1794745
* = called active by the depositor; . = not tested or not shown; & = joins results of further samples; [ ] = another dose, or the depositor's remark. The calls were made as follows: active = growth percent below 10; inactive = the rest.

Results follow in this order: MDA-MB-435, UACC-62, SK-MEL-5, SK-MEL-28, SK-MEL-2, UACC-257, MALME-3M, M14
Nc1nc2cc(Cl)ccc2n1N
    108, 106, 104, 108, 98, 97, ., 102
Cc1cccc(CC(CC(=O)O)C(=O)O)c1 (centres undefined)
    104, 103, 108, 107, 98, 93, 94, 91
Cc1ccc(S(=O)(=O)Oc2ccc(-c3ccc(OS(=O)(=O)c4ccc(C)cc4)cc3)cc2)cc1
    104, 83, 58, 99, 102, 88, 108, 103
O=C1CSC(/C=C/c2ccccc2)N1c1nnc(Cn2cnnc2)o1 (centres undefined)
    96, 87, 112, 120, ., 102, 111, 84
Brc1cccc[n+]1CCCC[n+]1ccccc1Br
    101, 106, 103, 110, 103, 96, 85, 100
COc1cccc(-c2nc3sccn3c2-c2ccnc(NCCNC(=O)c3ccc(N4CCOCC4)c(C(F)(F)F)c3)n2)c1
    61, 41, 57, 90, 87, 88, 78, 62
COc1cc(-c2cc3cc(Cl)cc(Cl)c3oc2=O)cc(OC)c1OC
    99, ., 96, ., 98, ., 94, 94
O=C1c2ncccc2/C(=C/c2ccccc2)N1Cc1ccccc1
    112, 105, 109, 110, ., 115, 94, 109
COc1cc2c(cc1OC)-n1c(cnc1-c1ccccc1)N1NCC(=O)C=C21
    107, 98, 94, 95, 97, 108, 103, 104
O=C(Nc1ncc(Cc2ccc(Br)cc2)s1)C1=NCCCCN1
    103, 94, 101, 100, 111, 98, 97, 95
O=C1/C(=C/c2ccc([N+](=O)[O-])s2)Oc2ccc(Cl)cc21
    -60*, -82*, -89*, -57*, -54*, -55*, -57*, -44*
CC(C)COC(=O)N1c2ccccc2C=CC1OCC(C)C (centres undefined)
    115, 109, 110, 121, ., 98, 116, 103
CCOC(=O)C1CCCN1C(=O)C1(NC(C)=O)CCCC1 (centres undefined)
    103, 121, 109, 114, 110, 102, 97, 95
CCCOC(=O)CC(O)C(=O)OCCC (centres undefined)
    100, 104, 103, 102, 105, 86, 100, 119
COc1ccc(-c2cc(-c3cccnc3)nc(SCC(=O)Nc3ccccc3)c2C#N)cc1OC
    99, 107, 88, 110, 121, 108, 87, 100
Nc1nc(N)c2c(ccc3nccc32)[nH]1
    35, 47, 41, 83, 58, -9.7*, 59, 29
CCCCCCCCN(CCCCCCCC)CC(O)c1cc(Cl)ccc1OC (centres undefined)
    84, 65, 56, 81, 80, 90, 99, 85
O=C(c1ccc(-c2ccccc2)cc1)C1(Br)CCCCC1
    99, 94, 85, 102, 120, 103, 89, 102
c1ccc2nc(N3CCOCC3)c(N3CCCCC3)nc2c1
    106, 83, 97, 109, 95, 103, 92, 105
Oc1c(Br)cc(Br)c(O)c1Br
    113, 101, 100, 120, 111, 110, 103, 107
O=c1nc(Nc2cc([N+](=O)[O-])ccc2O)sc2ccccc12
    108, 79, 77, 101, 97, 88, 89, 100
CCOC(=O)C(=O)c1c[nH]c2ccccc12
    101, 107, 103, 110, ., 107, 92, 107
O=C(Nc1ccccc1)C1=C(Nc2ccccc2)CSC1
    100, 81, 100, 101, 93, 105, 98, 111
Cc1c(C(=O)NCCc2ccccc2)[n+](=O)c2cc(F)ccc2n1[O-]
    101, 111, 99, 104, 78, 99, 119, 110
O=C(O)c1cc2ccccc2[nH]1
    105, 96, 97, 106, 103, 102, 103, 94
COc1ccccc1-n1c(-c2ccccc2C)cn2c3c(=O)[nH]c(=O)n(C)c3nc12
    98, 53, 82, 92, 110, 91, 113, 85
COc1nccc2cc3c(=O)n4c(cc5cc(Cl)ncc54)c(=O)n3c12
    114, 106, 111, 115, 96, 102, 100, .
CCn1c(Sc2nnc(NC(=O)CCl)s2)nc2c1c(=O)n(C)c(=O)n2C
    103, 98, 100, 113, 106, 106, 110, 104
N=C(N)SCc1ccc(Cl)c(Cl)c1
    76&96&101, 19&63&97, 88&108, 105&100&105, 124&95&93, 93&93, 108&94&99, 93&100&92
N#CC1=C(N)Oc2c(sc3c(Br)cccc23)C1c1ccc([N+](=O)[O-])cc1 (centres undefined)
    -58*, 15, 0.9*, 61, 40, 87, 93, 3.9*

Some of the entries above in a different format.
structure	MDA-MB-435	UACC-62	SK-MEL-5	SK-MEL-28	SK-MEL-2	UACC-257	MALME-3M	M14
Oc1c(Br)cc(Br)c(O)c1Br	113	101	100	120	111	110	103	107
O=c1nc(Nc2cc([N+](=O)[O-])ccc2O)sc2ccccc12	108	79	77	101	97	88	89	100
CCOC(=O)C(=O)c1c[nH]c2ccccc12	101	107	103	110	.	107	92	107
O=C(Nc1ccccc1)C1=C(Nc2ccccc2)CSC1	100	81	100	101	93	105	98	111

Continuation.
Results follow in this order: MDA-MB-435, UACC-62, SK-MEL-5, SK-MEL-28, SK-MEL-2, UACC-257, MALME-3M, M14
COc1ccc(CCl)cc1[N+](=O)[O-]
    109, 105, 105, 108, 104, 73, 90, 89
Nc1nc2c(N=Nc3ccccc3)c(N)nn2c(-c2ccc(Cl)cc2)c1-c1nc2ccccc2s1
    107, 93, 100, 110, 106, 103, 93, 101
COc1cccc(/C=C2\Oc3cc(C)c(Cl)cc3C2=O)c1
    102, 80, 82, 114, 107, 106, 102, 95
C=C(Cl)c1c(C)cc(C)c(CC#N)c1C
    104, 108, 104, 105, 95, 111, 97, 110
CCN(CC)CCCC(C)Nc1ccnc2ccc(Oc3ccccc3)cc12 (centres undefined)
    26, 32, -89*, -6.8*, 112, -54*, -39*, -58*
Cc1ccc2c(c1)C(C)Cc1c(ncnc1-n1cnc3cc(C)ccc31)N2C (centres undefined)
    4.2*, 31, -24*, 53, -1.9*, 26, 77, 18
O=C(NCc1ccccc1)C1CNCC(C(=O)NCc2ccccc2)C1 (centres undefined)
    ., 102, 90, 102, 109, 97, 107, 101
CNCCCNCCCCNCCCN1C(=O)c2ccc3c4c(ccc(c24)C1=O)C(=O)N(CCCNCc1ccccc1OC)C3=O
    1.1*, -1.9*, 11, -9.4*, 14, 29, -26*, 24
Nc1ccc(C(=O)/C=C/c2ccccc2)cc1
    97, 97, 102, 113, 92, 108, 94, 80
COc1ccc(C(Cc2ccccc2)C(=O)O)cc1OC (centres undefined)
    93, 101, 97, 98, 93, 98, 98, 94
O=C(c1ccccc1F)N1CCN(c2ccnc3cc(Cl)ccc23)CC1
    105, 76, 92, 99, 87, 99, 94, 92
Cc1ccc(C)c(C(=O)c2ccccc2C(=O)O)c1
    106, 92, ., 97, 125, 103, 111, 96
COc1ccc(-c2ccc(-c3ccc(C(=N)N)cn3)s2)cc1
    97, 101, 85, 109, 104, 102, 102, 101
CC(=O)Oc1ccc(C(c2ccccc2)c2ccccc2C(=O)O)cc1 (centres undefined)
    108, 102, 100, 102, 109, 100, 102, 102
CCCOC(=O)CCCCCC1CCCCC1
    108, 109, 105, 111, ., 95, 97, 104
CN1CCCCC1CCN1c2ccccc2Sc2ccc(Br)cc21 (centres undefined)
    20, 77, 60, 69, 70, 71, 78, 49
COc1ccc(-c2nnc(SCC(=O)Nc3ccc(/C(C)=N/O)cc3)o2)cc1
    101, ., ., ., 97, 96, 102, 108
CSc1n[nH]c2nc(-c3ccc(C)cc3)[nH]c(=O)c12
    90, 86, ., 96, 103, 109, 90, .
COc1cc(Cl)c(Cl)cc1Cl
    113, 110, 98, 109, 105, 114, 127, 108
O=C(CSc1nnc(-c2ccc3nc(-c4ccccc4)[nH]c3c2)o1)Nc1ccc(Cl)cc1
    40, 34, 15, 42, 45, 75, 44, 40
O=C(/C(=C/c1ccc(F)cc1)c1ccccc1)c1ccc(O)cc1
    100, 83, 99, 115, 108, 95, 91, 97
COc1cccc(/C=N/Nc2nnc3n2N=C(c2ccc(Cl)cc2)CS3)c1
    82, 77, 77, 90, 99, 98, 112, 96
Cc1nc2nc(SCC(=O)Nc3cccc(F)c3)[nH]c(=O)c2nc1C
    104, 93, 98, 100, 104, 97, 94, 96
CC(C)CSc1nc(NCCc2c[nH]c3ccccc23)c(C#N)c(-c2ccc(F)cc2)n1
    59, 61, 17, 79, 79, 81, 73, 63
O=C1COC2CCCCC2O1 (centres undefined)
    130, 99, 104, 109, 90, 98, ., 102
N#C/C(=C/n1c(=S)sc2ccccc21)c1nc2ccccc2s1
    106, 85, 93, 108, 102, 99, ., 101
CC1=CC(C)(C)NC(=S)N1c1ccc2ccccc2c1
    110, 84, 102, 106, 107, 114, 91, 103
COc1cc(-c2cc(/C=C/C(=O)c3ccc(Cl)c(Cl)c3)[nH]n2)cc(OC)c1OC
    43, 82, 84, 96, 87, 90, 87, 90
C/C=C/C=C/C=C\CC/C=C/C(=O)NCC(C)(C)O
    109, 82, 100, 123, 88, 94, 110, 98
CCC1=NC(CC)(CC)SC1C (centres undefined)
    102, 107, 112, 110, 104, 104, 93, 104

Shown with bars between the fields: part of the list above
compound | MDA-MB-435 | UACC-62 | SK-MEL-5 | SK-MEL-28 | SK-MEL-2 | UACC-257 | MALME-3M | M14
Cc1ccc(C)c(C(=O)c2ccccc2C(=O)O)c1 | 106 | 92 | . | 97 | 125 | 103 | 111 | 96
COc1ccc(-c2ccc(-c3ccc(C(=N)N)cn3)s2)cc1 | 97 | 101 | 85 | 109 | 104 | 102 | 102 | 101
CC(=O)Oc1ccc(C(c2ccccc2)c2ccccc2C(=O)O)cc1 (centres undefined) | 108 | 102 | 100 | 102 | 109 | 100 | 102 | 102
CCCOC(=O)CCCCCC1CCCCC1 | 108 | 109 | 105 | 111 | . | 95 | 97 | 104
CN1CCCCC1CCN1c2ccccc2Sc2ccc(Br)cc21 (centres undefined) | 20 | 77 | 60 | 69 | 70 | 71 | 78 | 49
COc1ccc(-c2nnc(SCC(=O)Nc3ccc(/C(C)=N/O)cc3)o2)cc1 | 101 | . | . | . | 97 | 96 | 102 | 108
CSc1n[nH]c2nc(-c3ccc(C)cc3)[nH]c(=O)c12 | 90 | 86 | . | 96 | 103 | 109 | 90 | .
COc1cc(Cl)c(Cl)cc1Cl | 113 | 110 | 98 | 109 | 105 | 114 | 127 | 108
O=C(CSc1nnc(-c2ccc3nc(-c4ccccc4)[nH]c3c2)o1)Nc1ccc(Cl)cc1 | 40 | 34 | 15 | 42 | 45 | 75 | 44 | 40
O=C(/C(=C/c1ccc(F)cc1)c1ccccc1)c1ccc(O)cc1 | 100 | 83 | 99 | 115 | 108 | 95 | 91 | 97
COc1cccc(/C=N/Nc2nnc3n2N=C(c2ccc(Cl)cc2)CS3)c1 | 82 | 77 | 77 | 90 | 99 | 98 | 112 | 96
Cc1nc2nc(SCC(=O)Nc3cccc(F)c3)[nH]c(=O)c2nc1C | 104 | 93 | 98 | 100 | 104 | 97 | 94 | 96
CC(C)CSc1nc(NCCc2c[nH]c3ccccc23)c(C#N)c(-c2ccc(F)cc2)n1 | 59 | 61 | 17 | 79 | 79 | 81 | 73 | 63
O=C1COC2CCCCC2O1 (centres undefined) | 130 | 99 | 104 | 109 | 90 | 98 | . | 102
N#C/C(=C/n1c(=S)sc2ccccc21)c1nc2ccccc2s1 | 106 | 85 | 93 | 108 | 102 | 99 | . | 101
CC1=CC(C)(C)NC(=S)N1c1ccc2ccccc2c1 | 110 | 84 | 102 | 106 | 107 | 114 | 91 | 103
COc1cc(-c2cc(/C=C/C(=O)c3ccc(Cl)c(Cl)c3)[nH]n2)cc(OC)c1OC | 43 | 82 | 84 | 96 | 87 | 90 | 87 | 90
C/C=C/C=C/C=C\CC/C=C/C(=O)NCC(C)(C)O | 109 | 82 | 100 | 123 | 88 | 94 | 110 | 98
CCC1=NC(CC)(CC)SC1C (centres undefined) | 102 | 107 | 112 | 110 | 104 | 104 | 93 | 104

More results:
Results follow in this order: MDA-MB-435, UACC-62, SK-MEL-5, SK-MEL-28, SK-MEL-2, UACC-257, MALME-3M, M14
COc1cccc(-c2nn(C(C)(C)C)cc2-c2ccnc(NCCCNS(=O)(=O)c3ccc(Br)cc3)c2)c1
    95&103, 87&99, 86&98, 99&101, 102&109, 108&103, 89&94, 86&103
C[C@H]1CN[C@@H](C)CN1
    118, 114, 110, 108, ., 106, 132, 108
CCCCCCCCC(=O)N1C(C)CCC1C (centres undefined)
    104, 103, 105, 97, 114, 102, 105, 110
CCCCN(CN(CCCC)C1C=CCC1)C1C=CCC1 (centres undefined)
    104, 95, 101, 104, 103, 99, 110, 111
CCCCCCCCCCCCCCCCN(C(C)c1ccccc1)S(=O)(=O)c1ccc(OC)c(N)c1 (centres undefined)
    108, 103, 109, 109, 120, 108, ., 115
CC(C)CN1C(=O)c2c(F)c(F)c(F)c(F)c2C1=O
    101, 88, 89, 107, ., 123, 107, 92
CN(N)c1cnn(-c2ccccc2)c(=O)c1Cl
    94, 102, 103, 101, 112, 102, 100, 92
C/C=C/c1cc(OC)c(O)c(OC)c1
    109, 96, 102, 108, 103, 98, 104, 110
CCCCNC(=S)NS(=O)(=O)c1ccc(CCN2C(=O)/C(=C/c3ccc(OC)c(OC)c3)N=C2C)cc1
    101, 89, 96, 107, 99, 108, 101, 110
Cc1nn(-c2ccc(Br)cc2)c2nc3c(nc12)c(=O)[nH]c1ccccc13
    106, 94, 103, 104, 113, 109, 97, 92
CNC(=O)NCC1OC(n2cnc3c(NC(=O)Nc4ccccc4)ncnc32)C(O[Si](C)(C)C(C)(C)C)C1CC(=O)N(C)OC (centres undefined)
    7.8*, 34, 26, 7.7*, -4.4*, 5.6*, 12, 34
CC(C)(C)c1cc(O)c(C(C)(C)C)cc1O
    92, ., 68, 94, 87, 86, ., 103
O=S(=O)(NCCCNc1nccc(-c2cn(-c3ccccc3)nc2-c2ccc(Cl)c(O)c2)n1)c1ccc(Cl)cc1
    80, 69, 62, 83, 63, ., 116, 61
O=c1cc(-c2sc(C3CCOCC3)nc2-c2ccccc2)c2cc(Cl)ccc2o1
    59, ., 51, 74, 100, 94, 57, 47
COC(=O)C(=O)/C=C(\O)c1cc2cc(Cl)ccc2o1
    108, 111, 118, 105, 94, 123, 107, 112
S=c1nc[nH]c2nc[nH]c12
    15, 16, 62, 114, 55[50 µM], 44, 50, 14
Cc1ccc2c(c1)C(=O)C(c1c(-c3[nH]c(=O)c4ccc(C)cc4c3O)c(O)c3ccccc3c1O)=NC2=O
    31, 29, 26, 35, 12, 63, -39*, 36

Screening data as filed in PubChem.

Rows were taken by chance; 11% or so of the library scored in one or more.
